# ARFGAP1 inh: inhibits rat ARF GTPase activating protein 1; Arfgap1-stimulated ARF1 GTP hydrolysis, GDP FP detection; inhibition, % at 16.5 µM; 360,000 compounds, 0.26% hits; AID 651572;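 active means inhibition above a per-plate limit, mean inhibition of low control wells plus 3 SD, cut at about 25% in these data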;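 further: 0% = DMSO wells with enzyme and 100% = wells lacking Arfgap1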
# Target sequence (Q62848 1-136 limits assumed): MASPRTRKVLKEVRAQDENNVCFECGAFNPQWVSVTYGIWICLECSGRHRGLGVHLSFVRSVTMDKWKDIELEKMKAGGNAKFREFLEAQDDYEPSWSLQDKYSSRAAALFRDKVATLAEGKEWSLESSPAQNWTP
#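 Assay system: Rat Arfgap1 GAP domain (His6, aa 1-136), purified enzyme | Buffer or medium: HEPES 25 mM pH 7.5, NaCl 150 mM, MgCl2, DTT | Schedule: GTP hydrolysis reaction 2 h at 25 °C | Signal: FP of antibody-bound GDP Alexa 633 tracer, ex 620/em 688 nm | Measure: Percent inhibition of Arfgap1-stimulated GTP hydrolysis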
# PG9 Ab binder: PG9 antibody binding by small molecule; TR-FRET gp120-PG9 antibody binding; inhibition, % at 6.7 µM; 360,000 compounds, 0.43% hits; AID 624416; in the data active means inhibition above about 8.5%
# GC-A act: GC-A (human) enzyme activation | HEK293 GC-A cells, cGMP TR-FRET, EC30 ANP; 0% at EC30 ANP, 100% saturating ANP | activation, % at 10 µM | 370,000 compounds, 0.14% hits | AID 1671463; in the data active means activation above about 40%
# rCAG RNA binder: binds r(CAG) RNA repeats; r(CAG) RNA repeat, TO-PRO-1 dye displacement fluorescence; inhibition, % at 3 µM; 370,000 compounds, 1.3% hits; AID 651821;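 active means inhibition above the plate cutoff, the mean of all test compounds on that plate plus 3 SD, cut at about 35% in these data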;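 further: 0% = DMSO alone and 100% = 100 µM mitoxantrone as full dye displacement; higher means more dye released from RNA so lower well fluorescence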
# ASAP1 GAP inh: ASAP1 ArfGAP inhibition; Q9ULH1; ASAP1-stimulated ARF1 GTP hydrolysis, GDP FP detection; inhibition, % at 16.5 µM; 360,000 compounds, 0.19% hits; AID 624377; in the data active means inhibition above about 25%;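 further: 0% = vehicle with enzyme and substrate and 100% = no enzyme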
# Target sequence (Q9ULH1 325-724 limits assumed): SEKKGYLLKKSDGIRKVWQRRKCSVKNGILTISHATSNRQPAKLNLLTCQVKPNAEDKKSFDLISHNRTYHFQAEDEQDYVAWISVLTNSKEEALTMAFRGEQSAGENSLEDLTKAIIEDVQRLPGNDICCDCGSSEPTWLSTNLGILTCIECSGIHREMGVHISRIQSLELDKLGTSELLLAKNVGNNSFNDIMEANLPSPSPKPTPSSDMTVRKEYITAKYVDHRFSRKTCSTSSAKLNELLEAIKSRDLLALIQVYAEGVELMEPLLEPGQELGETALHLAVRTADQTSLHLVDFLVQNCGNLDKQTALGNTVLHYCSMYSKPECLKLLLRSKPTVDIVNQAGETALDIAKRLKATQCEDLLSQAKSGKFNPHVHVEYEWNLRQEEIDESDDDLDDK
# GC-B act: GC-B (human) receptor activation | AID 1920062 | 370,000 compounds, 0.11% hits | activation, % at 10 µM | HEK293-GC-B cells, CNP EC30, cGMP TR-FRET; 0% at EC30 CNP, 100% saturating CNP;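 active means activation at 10 µM reaching about 35% in either raw or pattern-adjusted values, limit read from the data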
# Rev-erbA mod: modulates human Rev-erb alpha binding to DNA | activity, % at 10 µM | Rev-erbα–FITC-DNA binding, fluorescence polarization, 90 min | 370,000 compounds, 0.79% hits;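 active means activity above about 14%, limit read from the data; passing the limit was not always enough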;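 further: 0% = DMSO wells with 35 nM protein and 100% = DMSO wells with 750 nM protein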
# SMARCA2 act: increases SMARCA2 function in MMTV reporter cells; MG213 cells, MMTV-luciferase reporter, dexamethasone, overnight; activation, % at 9.1 µM; 370,000 compounds, 1% hits; in the data active means activation above about 7.8%;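 further: 0% = vehicle wells and 100% = reference activator wells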
# mABHD4 FP: inhibits mouse alpha/beta hydrolase domain 4 | Q8VD66 | purified mABHD4, FP-Rh probe fluorescence polarization | inhibition, % at 8.92 µM | 370,000 compounds, 0.54% hits;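 active means inhibition exceeding the mean over every tested compound plus 3 SD, cut at about 30% in these data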;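 further: 0% = plate median of compound wells and 100% = S159A mutant with DMSO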
# Target sequence (Q8VD66 whole entry, looked up, the tested form may be a part): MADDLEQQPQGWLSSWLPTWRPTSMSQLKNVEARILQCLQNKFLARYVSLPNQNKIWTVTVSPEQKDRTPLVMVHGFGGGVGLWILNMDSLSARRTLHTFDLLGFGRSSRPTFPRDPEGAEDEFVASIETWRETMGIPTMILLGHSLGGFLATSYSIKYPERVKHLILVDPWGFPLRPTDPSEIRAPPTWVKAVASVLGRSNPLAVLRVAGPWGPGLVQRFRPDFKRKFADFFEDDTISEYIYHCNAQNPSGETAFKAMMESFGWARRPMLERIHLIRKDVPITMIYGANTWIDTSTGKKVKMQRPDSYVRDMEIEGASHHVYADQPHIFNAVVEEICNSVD
#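 System: mouse ABHD4 enzyme, wild type / Medium: HEPES pH 7.0, NaCl, Pluronic buffer / Reagent: FP-Rh activity-based fluorescent probe / Control set: S159A mutant high control, sample median low control / Detection: fluorescence polarization with parallel and perpendicular emission, 525/598 nm / Schedule: 45 min + 60 min at 25 °C / Compound dosing: 8.92 µM, single dose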
# HTRA1 inhibitor: HTRA1 (human) protease inhibition | Q92743 | recombinant HTRA1, FP-rhodamine activity-based probe, fluorescence polarization | inhibition, % at 5.96 µM | 340,000 compounds, 0.5% hits | AID 504803; in the data active means inhibition above about 36%;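 further: 0% = enzyme with DMSO and 100% = wells lacking enzyme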
# * = called active by the depositor; . = no result given.
SMILES	ARFGAP1 inh	PG9 Ab binder	GC-A act	rCAG RNA binder	ASAP1 GAP inh	GC-B act	Rev-erbA mod	SMARCA2 act	mABHD4 FP	HTRA1 inhibitor
N#Cc1ccccc1OCC(=O)OCC(=O)N1CCN(C(=O)c2ccco2)CC1	11	-1.3	.	0	7	.	.	2	-3	-1
N#CCCN(C(=S)NC(=O)c1cccs1)c1ccccc1F	14	0.7	2	1	13	5	2	1	-1	6
CC1=C(C(=O)N2CCOCC2)CC(CC(=O)NC(c2ccccc2)c2ccccc2)C(=O)N1Cc1ccc(F)cc1 (stereo unspecified)	-9	0.1	2	3	0	3	-1	0	9	-5
c1ccc2c(c1)OCC(c1nnc3sc(-c4ccc5c(c4)OCO5)nn13)O2 (stereo unspecified)	3	-0.8	1	0	-8	-2	1	-2	-1	-6
Cc1csc(CN(C)C(=O)CC2C(=O)NCCN2Cc2ccc(F)cc2Cl)n1 (stereo unspecified)	2	1.8	-3	-2	-8	-1	-3	0	-6	-4
Cc1cnc(NC(=O)c2cc3c(C)nn(-c4ccccc4)c3s2)s1	3	7.6	3	7	3	-7	40*	-1	-5	-27
COC(=O)C1=C(C)N(Cc2cccc(C(F)(F)F)c2)C(=NCc2ccc(C(F)(F)F)cc2)NC1c1ccc(F)cc1 (stereo unspecified)	20	0.6	-12	7	5	-5	-1	-9	35*	.
CCOC(=O)c1ccc(CN(Cc2ccccc2)S(=O)(=O)c2cccc([N+](=O)[O-])c2)cc1	3	-0.9	-2	3	0	6	-4	-1	-7	-2
Cc1cccc(NS(=O)(=O)c2cccs2)c1	5	0.4	4	2	8	2	1	2	0	0
COc1ccc(N2CCN(C(=S)Nc3ccc(C)cc3C)CC2)cc1	2	-4.2	-2	3	-3	5	8	-1	-4	-5
O=C(NCc1ccccc1)C(c1cccc2ccccc12)n1c(=O)c(-c2ccco2)nc2ccccc21 (stereo unspecified)	0	-1.7	-8	38*	-6	-23	-1	2	-24	.
CSc1cc(C)c(OCC(=O)Nc2c(C)nn(C)c2C)c(C)c1	-6	-0.6	3	-8	-14	-1	0	-2	8	5
COc1ccc(/C=N/NC(=O)c2c(C)n(C)c3ccc(OC)cc23)c(OC)c1	-3	-1.5	-3	-3	0	-2	0	2	5	-6
Cc1cccc(C(=O)NCC(=O)OCC(=O)NCCNC(=O)COC(=O)CNC(=O)c2cccc(C)c2)c1	-11	0.0	0	-3	-5	-1	-8	0	-4	3
CC(=O)N1c2ccc(Cl)cc2C2OCCC2C1c1ccco1 (stereo unspecified)	-6	-1.5	-3	-5	-4	-13	2	0	2	0
O=C(CCS(=O)(=O)c1cccs1)NC1CCCCCC1	-17	-0.3	4	0	-5	6	3	4	7	4
O=c1cc(CSc2n[nH]c(=O)n2C2CC2)c2ccc(O)cc2o1	4	-2.0	4	2	17	3	-2	4	4	.
COc1ccc(N(CCCN2C(=O)c3cccc4cccc(c34)C2=O)C(=O)c2cccs2)cc1	9	-0.9	-3	6	4	-2	0	0	-1	1
Cc1cc(Cl)cc2c(N=Nc3ccccc3C(=O)O)c(O)[nH]c12	-6	-1.1	7	39*	17	-8	0	2	11	-1
COc1ccc(-c2csc3ncnc(N4CCN(C(=O)c5ccco5)CC4)c23)cc1	1	-1.5	-2	0	-2	-3	2	0	-5	-7
CCOc1cc(S(=O)(=O)n2ccc(C)n2)ccc1Br	0	-0.2	2	-3	9	-1	5	0	-4	0
CCc1cccc(C)c1NC(=O)COn1nnc2ccc(C(F)(F)F)cc21	12	0.3	-3	-1	-5	0	1	-2	7	0
Cc1cccc(NC(=O)c2cc3ccccc3c(=O)o2)n1	5	-1.6	0	0	-4	-4	-6	5	0	8
O=C(Nc1cccc(S(=O)(=O)N2CCCC2)c1)C1CCCN1C(=O)c1cccs1 (stereo unspecified)	-8	-1.8	1	4	1	0	-2	2	4	-4
O=C(O)c1ccc2c(c1)C1C=CCC1C(c1cc3c(cc1Br)OCO3)N2 (stereo unspecified)	7	2.2	3	34	-8	1	-5	-1	-7	7
CCOC(=O)C(=O)c1c(-c2ccccc2)nc2ccccn12	-6	0.6	-4	-4	-7	-2	-4	0	-5	0
CCOC(=O)COn1c(-n2nc(C)cc2C)nc2ccccc2c1=O	4	0.9	0	0	-16	2	2	-2	3	5
CC(C)c1ccc(-c2nn(-c3ccccc3)cc2C2C(C#N)=C(N)OC3=C2C(=O)CC(C)(C)C3)cc1 (stereo unspecified)	-9	-1.2	-28	27	5	-1	-4	-2	-15	-90
O=C(CCc1nnc2ccc(NCc3ccc(F)cc3)nn12)NC1CCCC1	-9	0.4	4	-3	-6	7	-2	-2	-7	1
C[C@H]1COc2cc(F)ccc2S(=O)(=O)N1C	.	.	4	1	.	5	6	-3	5	.

# Entries from the list above containing a thiophene ring, fused or not (seven):
SMILES	ARFGAP1 inh	PG9 Ab binder	GC-A act	rCAG RNA binder	ASAP1 GAP inh	GC-B act	Rev-erbA mod	SMARCA2 act	mABHD4 FP	HTRA1 inhibitor
N#CCCN(C(=S)NC(=O)c1cccs1)c1ccccc1F	14	0.7	2	1	13	5	2	1	-1	6
Cc1cnc(NC(=O)c2cc3c(C)nn(-c4ccccc4)c3s2)s1	3	7.6	3	7	3	-7	40*	-1	-5	-27
Cc1cccc(NS(=O)(=O)c2cccs2)c1	5	0.4	4	2	8	2	1	2	0	0
O=C(CCS(=O)(=O)c1cccs1)NC1CCCCCC1	-17	-0.3	4	0	-5	6	3	4	7	4
COc1ccc(N(CCCN2C(=O)c3cccc4cccc(c34)C2=O)C(=O)c2cccs2)cc1	9	-0.9	-3	6	4	-2	0	0	-1	1
COc1ccc(-c2csc3ncnc(N4CCN(C(=O)c5ccco5)CC4)c23)cc1	1	-1.5	-2	0	-2	-3	2	0	-5	-7
O=C(Nc1cccc(S(=O)(=O)N2CCCC2)c1)C1CCCN1C(=O)c1cccs1 (stereo unspecified)	-8	-1.8	1	4	1	0	-2	2	4	-4

# Later entries:
mol,ARFGAP1 inh,PG9 Ab binder,GC-A act,rCAG RNA binder,ASAP1 GAP inh,GC-B act,Rev-erbA mod,SMARCA2 act,mABHD4 FP,HTRA1 inhibitor
CC(NC(=O)c1ccc2ccccc2n1)c1ccc(Br)cc1 (stereo unspecified),-2,-2.3,-5,1,-9,-2,-2,2,-10,-22
COc1ccc(CCNC(=O)CNCC2CCCCC2)cc1OC,8,-0.4,0,-9,10,7,5,-1,8,8
CCNc1nc(NCC)nc(N/N=C/c2ccc(N(C)C)cc2)n1,3,-13,-2,-1,-4,1,12,-1,4,9
COc1ccc(NC(=O)Cn2nnc(C(=O)NCCc3ccccc3)c2N)c(OC)c1,11,-0.2,-7,-2,-4,3,15,-2,6,-1
CN(CCCC(=O)Nc1ccccc1)S(=O)(=O)c1ccc(Cl)cc1,17,-0.4,-1,1,3,-7,-3,-4,-1,-3
O=C(Cc1ccccc1)N1O[C@H]2C=C[C@@H]1CC2,-5,-0.7,-6,0,10,-1,-6,1,2,6
Cc1ccc(S(=O)(=O)N(CC(=O)N/N=C/c2ccccc2C(=O)O)c2cc(Cl)cc(Cl)c2)cc1,3,0.3,-11,18,17,1,-2,-5,-3,-1
CCCCn1c2ccc(F)cc2c2nnc(SCCN3CCOCC3)nc21,-9,-1.8,13,-1,0,7,-5,3,0,0
CCCCN(C(=O)Cc1ccc(S(=O)(=O)N2CCOCC2)s1)c1ccccc1,-6,1.3,-4,-7,-5,-5,1,-4,1,0
CCOC(=O)/C=C/C(=O)OCC(=O)Nc1ccc([N+](=O)[O-])cc1,1,-1.8,-2,-4,2,1,3,0,-2,7
CC(C)(C)c1ccc(OCCCn2ccnc2)cc1,-9,2.0,0,-9,4,1,-2,-3,11,7
OC[C@@H]1[C@@H](c2ccc(Cl)cc2)C(c2cccc(Cl)c2)=NN1c1ccccc1,13,2.8,0,9,7,-6,2,-4,-10,8
c1nc(NCc2ccc3c(c2)OCO3)c2cc(-c3ccoc3)ccc2n1,7,-2.5,42*,3,10,46*,-9,-1,-33,-38
O=C1CCC[C@@H]2CC(Nc3ccc(F)cc3F)C[C@@H]3CCN1[C@H]23 (stereo partly specified),-5,-0.7,3,-1,-13,0,5,-4,-1,3
O=C(NCCN1CCC(n2c(=O)[nH]c3ccccc32)CC1)c1cccnc1Cl,-4,-1.1,1,1,-4,0,-7,-5,-2,.
COc1cccc2c(=O)cc(C)n(CC(=O)Nc3ccc(Br)cc3)c12,4,-0.7,2,-3,0,-5,-3,-1,1,-5
CCOC(=O)CSc1cn2c(n1)CCC2,4,-0.2,-1,2,-15,2,1,2,-2,-1
CCC(C)[C@@H](C(=O)Nc1ccc(OC)c(OC)c1)N1Cc2ccccc2C1=O (stereo partly specified),-2,0.0,4,3,5,-10,-3,-2,2,6
[O-][n+]1ccc(C(O)c2ccccc2)cc1 (stereo unspecified),8,0.6,3,5,-13,-4,-4,3,-4,13
COc1ccc(N2CCN(CCNC(=O)CCNS(=O)(=O)c3cccs3)CC2)cc1,10,0.1,1,-4,3,3,-1,-2,-5,0
CCC1=C(OC(=O)N(CC)CC)N2C(=O)OC(=NCC3CC3)[C@]2(Cc2ccccc2)[C@H]2C1=CC[C@H]1C(=O)N(CC)C(=O)[C@H]12,-11,0.4,-5,0,-2,-6,2,1,5,-5
CCOc1ccc(/C(O)=C2/C(=O)C(=O)N(CCCN3CCOCC3)C2c2ccc(F)cc2)cc1C (stereo unspecified),-7,2.9,2,7,12,2,-10,0,12,1
Cc1cc(=O)oc2cc(OCC(=O)N/N=C/c3ccccc3O)ccc12,8,-1.9,-4,3,-5,-4,1,-4,8,4
COc1cc(CC(NC(C)=O)C(=O)NC2CCN(C(=O)c3cc(OC)c(OC)c(OC)c3)CC2)cc(OC)c1 (stereo unspecified),-1,-0.9,2,-7,-6,2,5,0,-1,3

# Source: PubChem
